Screens deposited in PubChem by National Center for Advancing Translational Sciences (NCATS).
WRN inhibitor – inhibitors of human WRN helicase; WRN helicase unwinding, fluorescent forked duplex, kinetic; Potency, µM (doses to about 114 µM), without a hit: top-dose activity change, negative = inhibition, most hits filed as inhibitors; 360,000 tested, 0.46% active; AID 651768; also: potency is read from the fitted curve at half-maximal effect; % is scaled to controls: 0 for no effect and ±100 for the full control effect; nearly all actives have a fitted effect of over 55% in size
Target sequence (Q14191 whole entry, looked up): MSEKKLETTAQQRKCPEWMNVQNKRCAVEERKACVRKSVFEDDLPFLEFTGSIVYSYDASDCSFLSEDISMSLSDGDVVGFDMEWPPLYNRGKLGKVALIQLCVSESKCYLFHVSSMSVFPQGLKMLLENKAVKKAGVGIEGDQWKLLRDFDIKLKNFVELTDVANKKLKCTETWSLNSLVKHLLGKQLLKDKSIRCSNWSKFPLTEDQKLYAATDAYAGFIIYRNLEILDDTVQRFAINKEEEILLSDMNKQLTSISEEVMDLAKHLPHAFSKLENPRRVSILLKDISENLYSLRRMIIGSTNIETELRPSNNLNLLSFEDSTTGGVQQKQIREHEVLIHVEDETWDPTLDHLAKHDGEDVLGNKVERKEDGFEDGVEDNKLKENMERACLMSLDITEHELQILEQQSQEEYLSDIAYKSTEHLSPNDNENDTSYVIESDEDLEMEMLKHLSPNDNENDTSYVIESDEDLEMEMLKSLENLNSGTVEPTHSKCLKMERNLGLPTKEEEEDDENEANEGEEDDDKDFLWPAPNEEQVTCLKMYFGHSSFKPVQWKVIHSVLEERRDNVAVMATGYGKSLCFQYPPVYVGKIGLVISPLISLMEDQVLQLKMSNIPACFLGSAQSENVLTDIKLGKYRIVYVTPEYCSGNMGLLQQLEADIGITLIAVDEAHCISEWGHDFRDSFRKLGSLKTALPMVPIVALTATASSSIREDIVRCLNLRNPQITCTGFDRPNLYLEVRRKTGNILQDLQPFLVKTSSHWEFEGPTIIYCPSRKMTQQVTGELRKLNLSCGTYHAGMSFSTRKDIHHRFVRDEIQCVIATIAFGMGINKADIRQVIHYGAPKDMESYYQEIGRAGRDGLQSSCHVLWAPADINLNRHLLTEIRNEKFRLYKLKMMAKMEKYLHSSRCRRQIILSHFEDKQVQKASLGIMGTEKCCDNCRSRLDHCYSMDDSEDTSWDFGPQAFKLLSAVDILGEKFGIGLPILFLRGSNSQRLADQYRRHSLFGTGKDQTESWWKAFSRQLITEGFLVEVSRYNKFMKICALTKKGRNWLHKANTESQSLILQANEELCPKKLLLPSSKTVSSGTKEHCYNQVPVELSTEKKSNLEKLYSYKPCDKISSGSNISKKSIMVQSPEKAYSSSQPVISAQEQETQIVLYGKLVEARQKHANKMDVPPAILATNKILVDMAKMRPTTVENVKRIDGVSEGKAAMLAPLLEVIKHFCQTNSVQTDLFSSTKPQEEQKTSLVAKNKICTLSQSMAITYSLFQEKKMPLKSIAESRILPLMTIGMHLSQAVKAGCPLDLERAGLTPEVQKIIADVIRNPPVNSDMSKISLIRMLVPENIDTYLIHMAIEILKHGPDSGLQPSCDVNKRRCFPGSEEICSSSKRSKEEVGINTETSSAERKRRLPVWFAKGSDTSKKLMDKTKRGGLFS
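Primary qHTS, 1536-well format. 20 nM WRN + compound, 15 min RT; start with 100 nM forked fluorophore/quencher duplex, 2 mM ATP (final); kinetic read ex 525/em 598 nm.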
ATXN2 expr inh – inhibitors of ATXN2 expression. HEK-293 ATXN2-luciferase reporter, luminescence, 24 h. 360,000 tested, 0.72% active. Potency, µM (series often up to 57 µM), without a hit: top-dose activity change, negative = inhibition, hits mostly inhibitors; also: potency is read from the fitted curve at half-maximal effect; % is scaled to controls: 0 for no effect and ±100 for the full control effect; nearly all actives have a fitted effect of over 55% in size
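qHTS (up to 57 uM final) was run with 24 h compound exposure of reporter cells at 37 °C. Each well was multiplexed: SteadyGlo luminescence measured ATXN2-luciferase expression after a fluorogenic Gly-Phe-AFC viability readout (25 uM final).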
KB-V1 MDR tox – kills drug-selected multidrug resistant KB-V1 cells | KB-V1 MDR cells viability, CellTiter-Glo, 72 h | Potency, µM (titrated, usually from 46.1 µM), without a hit: at the top dose activity change, negative = cytotoxicity, hits mostly cytotoxic | 400,000 tested, 3.4% active | AID 1347076; also: potency is read from the fitted curve at half-maximal effect; % is scaled to controls: 0 for no effect and ±100 for the full control effect; nearly all actives have a fitted effect of over 60% in size
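Potencies derive from concentration-effect curves fitted to normalized luminescence (CellTiter-Glo) of KB-V1 cells treated for 72 h at 37 degrees C in phenol-red-free DMEM containing 10% FBS.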
HT1080 IDH1KD tx – toxicity to HT-1080 IDH1 knockdown cells (counter line). HT-1080 IDH1 knockdown viability, ATP luminescence, 48 h. Potency, µM (highest dose often 46.1 µM), for inactives: top-dose activity, negative = toxicity, hits mostly cytotoxic. 360,000 tested, 2% active. AID 686971;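 also: potency is read from the fitted curve at half-maximal effect; 0% = DMSO wells and -100% = cell-free medium wells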
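HT-1080-IDH1KD cells (IDH1 knocked down), 750/well in RPMI with 5% FBS, treated with compound 48 h at 37 degrees C. Viability by CellTiter-Glo luminescence, normalised to DMSO and no-cell wells; concentration-response curves classed.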
MCF10A rerep – inducers of DNA re-replication in MCF 10A breast cells; AID 624296; 350,000 tested, 2.9% active; Potency, µM (highest dose often 46.1 µM), for inactives: top-dose activity, positive = re-replication, usual class: activators; MCF 10A DNA re-replication, Hoechst nuclear intensity, 48 h; also: potency is read from the fitted curve at half-maximal effect; % of control where 0% means no effect; nearly all actives have a fitted effect of over 50% in size
IL1B secr inh – blocks inflammasome-driven IL-1 beta release | THP-1 LPS/ATP IL-1B secretion, AlphaLISA, 16 h; hits give low values | activity change, % at 57.5 µM | 360,000 tested, 4.7% active; in the data active = activity change below about -50%; inconclusive = mostly about -30% to -49%; also: % is scaled to controls: 0 for no effect and ±100 for the full control effect
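Secreted IL-1B measured by AlphaLISA bead assay after 16 h compound exposure of THP-1 cells; compounds (final up to 57.5 uM) added 1 h before LPS (250 ng/mL) and ATP (1.25 mM) stimulation; lower signal means less secretion.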
SW480 rereplic – induces DNA re-replication in SW480 colon adenocarcinoma cells. Potency, µM (titrated, usually from 46.1 µM), without a hit: top-dose re-replication activation, actives largely listed as activators. SW480 DNA re-replication, Hoechst DNA content imaging, 48 h. 340,000 tested, 1.8% active. AID 624297; also: potency is read from the fitted curve at half-maximal effect; % of control where 0% means no effect; nearly all actives have a fitted effect of over 55% in size
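Image-based read-out: total Hoechst fluorescence of nuclei (405 nm excitation, 500-530 nm emission), with hits raising the fraction of high-intensity nuclei. SW480 colon cells incubated 48 hr with compounds at 37 C.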
KB-3-1 cytotox – KB-3-1 parental cell cytotoxicity; KB-3-1 viability, CellTiter-Glo ATP luminescence, 72 h; Potency, µM (titrated, usually from 46.1 µM), for inactives: at the highest dose activity change, negative = cytotoxic, hits mostly cytotoxic; 400,000 tested, 1.4% active; also: potency is read from the fitted curve at half-maximal effect; % is scaled to controls: 0 for no effect and ±100 for the full control effect; nearly all actives have a fitted effect of over 60% in size
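Luminescent ATP read-out (CellTiter-Glo) measures survival of drug-naive KB-3-1 cells after 72 h compound exposure at 37 °C. Titration series was screened from lowest to highest concentration, with DMSO vehicle plates as background controls.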
HT1080-NT tox – kills 2HG-producing HT-1080-NT fibrosarcoma cells. HT-1080-NT fibrosarcoma viability, CellTiter-Glo ATP luminescence, 48 h. Potency, µM (doses to about 46.1 µM), for the others: at the highest dose activity, negative = less viability, hits mostly cytotoxic. 360,000 tested, 1.6% active;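 also: NT is the 2HG producing partner of a matched IDH1 knockdown line; potency is read from the fitted curve at half-maximal effect; 0% = DMSO-treated cells and -100% = media-only wells without cells; nearly all actives have a fitted effect of over 55% in size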
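Viability by CellTiter-Glo luminescence after 48 h compound exposure at 37C of HT-1080-NT cells (750/well, RPMI, 5% FBS). % activity scaled between DMSO wells and medium-only wells, then curve-fitted and categorized by curve class.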
Numbers without * were called inactive; i = inactive; ? = inconclusive; nt = no result given; [ ] = remark or other dose. Unless noted, calls follow the shape of the dose curve; as a rule, active = well fitted curve in the direction sought with a large enough effect; inconclusive = small, poorly fitted or top-dose-only effect, or another doubt; inactive = no such curve, though single readings can be large; an effect the other way counts as inactive or inconclusive.

SMILES	WRN inhibitor	ATXN2 expr inh	KB-V1 MDR tox	HT1080 IDH1KD tx	MCF10A rerep	IL1B secr inh	SW480 rereplic	KB-3-1 cytotox	HT1080-NT tox
C[C@@H]1CN([C@H](C)CO)C(=O)CCCn2cc(nn2)CO[C@H]1CN(C)C(=O)C1CCCCC1	-13%	7%	1%	11%	nt	-9	nt	0%	19%
COc1cccc(OC)c1C(=O)Nc1c(C(=O)N2CCN(C)CC2)oc2ccccc12	4%	nt	10%	0%	-1%	13	-4%	0%	4%
COc1ccc(C2CC(c3cccs3)=NN2C(=O)c2ccco2)cc1OC (centres undefined)	2%	8%	9%	-10%	3%	-15	-3%	3%	-14%
Fc1ccc(/C=N/NC(=S)Nc2cccnc2)cc1	-8%	nt	0%	-2%	11%	-11	?	4%	6%
COc1cc2cc(C(=O)O)[nH]c2c(OC)c1OC	-3%	-6%	-1%	-1%	5%	15	35%	-14%	-10%
Cc1cccc(C)c1OCC(=O)NCc1nnc(SCC(=O)NC2CCCCC2)n1C	7%	1%	1%	0%	0%	13	1%	-8%	-5%
Cc1ccc(CSc2ncnc3c2cnn3-c2ccc(C)cc2)cc1	-28%[57.1 µM]	64%[activator]	-17%	24%	-6%	10	1%	0%	24%
CCCCn1c(N)c(N(CC(C)C)C(=O)COC(=O)Cc2c(C)nc3ccccc3c2C)c(=O)[nH]c1=O	-10%	-3%	1%	-18%	8%	i	-33%[inhibitor]	0%	-6%
O=C(Cc1ccccc1)Nc1ccc(NC(=O)c2ccccc2)c(Cl)c1	8%	220%[activator]	-6%	-4%	?	?	?	-11%	-10%
COc1cc(CC(=O)OCC(=O)Nc2ncc(Cl)cc2Cl)cc(OC)c1OC	-14%	-8%	7%	0%	1%	10	1%	3%	2%
CC(C)C1C(=O)N(Cc2cn(CC3CCCCC3)nn2)CCS(=O)(=O)N1Cc1ccc(-c2ccc(F)cc2)cc1 (centres undefined)	-15%	9%	?	?	nt	-23	nt	?	?
CC(Sc1ncnc2sc(-c3ccccc3)cc12)C(=O)NCC1CCCO1 (centres undefined)	-4%	5%	?	?	?	-26	?	?	-11%
O=C(c1ccc2c(c1)OCCO2)C1CCN(S(=O)(=O)c2ccc(F)cc2)CC1	-3%	-15%	?	?	-5%	13	-2%	1%	-3%
CCCCOc1ccc(C(=O)Nc2ccc(SC(F)F)cc2)cc1OC	3%	nt	-11%	-14%	11%	-15	-2%	0%	-3%
COCCNC(=O)[C@@]1(Cc2ccccc2)C=C[C@@H](C)N1C(C)=O	-4%	64%[activator]	?	5%	0%	11	2%	13%	-1%
CCOC(=O)C1CN(S(=O)(=O)c2ccc(OC)cc2)c2cc(S(=O)(=O)CC)ccc2O1 (centres undefined)	2%	6%	-20%	-3%	8%	1	7%	3%	1%
Cc1ccc(C2=NN(S(C)(=O)=O)C(c3ccc4nccnc4c3)C2)cc1 (centres undefined)	5%	44%[activator]	2%	2%	0%	24	0%	2%	-2%
COc1ccccc1OCCn1cc(C(=O)c2ccco2)c2ccccc21	-6%	-22%	13µM*	-14%	15%	-18	-10%	-23%	-15%
CC1CCN(S(=O)(=O)c2ccc3c(c2)N(CC(=O)N(C)Cc2ccco2)C(=O)CO3)CC1	10%	nt	-12%	7%	?	-15	6%	1%	9%
O=C(C=Cc1ccco1)c1cc(Cl)ccc1O	-18%	5%	-20%	7%	-2%	-91*	16%	1%	-1%
O=S(=O)(/C=C/c1ccccc1)N1CCN(Cc2ccccc2)CC1	-8%	0%	?	-8%	-39%[inhibitor]	-20	?	-12%	-6%
Cc1ccccc1N1CCN(C(=O)[C@@H]2CCCN2C2=NS(=O)(=O)c3ccccc32)CC1	3%	5%	?	-1%	6%	0	-15%	-2%	2%
COC(=O)c1cccc(NC(=O)CCCOc2ccccc2)c1	-7%	1%	24%	-1%	5%	10	-1%	-8%	-3%
CC1CCC(NC(=O)CN2CCN(S(=O)(=O)c3ccc(Br)s3)CC2)CC1 (centres undefined)	-10%	nt	?	-10%	nt	-4	nt	-18%	-6%
Cc1ccccc1NC(=O)CCCCC(=O)Nc1ccccc1C	2%	-3%	9%	10%	7%	-22	?	18%	-3%
Cc1nn(CC(=O)c2ccc3c(c2)OCCO3)c(=O)c(C#N)c1C	17%	5%	-13%	-1%	-1%	2	-7%	-3%	2%
COc1ccc(NC2CCCN(C(=O)c3ccccc3-c3ncc[nH]3)C2)cc1 (centres undefined)	10%	nt	18%	0%	nt	20	nt	6%	12%
COc1ccc2[nH]c(C)c(C(=O)CN(C)CC3OCCO3)c2c1	-5%	-14%	7%	2%	-1%	11	-20%	14%	5%
Cc1c(-c2ccc(F)cc2)[n+](=O)c2c(n1[O-])CCCCC2	-8%	0%	4%	13%	-5%	0	0%	1%	20%
N#CC1C(C#N)N2CCCN2C1c1ccc(Br)cc1 (centres undefined)	-6%	?	20%	3%	1%	-4	-3%	-2%	-15%
Cc1ccc(/C=N/N=C/c2ccc(C)s2)s1	?	82%[activator]	?	9%	-3%	-24	-2%	3%	9%
O=C(NCc1ccccc1)C1CCC(=O)N(CC2CCCCC2)C1 (centres undefined)	-4%	16%	26%	4%	2%	0	-1%	0%	-1%
Cc1[nH]c2ccccc2c1C(=O)CSc1ccc(F)cc1	11%	8%	?	10%	10%	20	21%	-3%	4%
COc1ccc(C(=O)NNC(=O)C2(C)CC2(Br)Br)cc1 (centres undefined)	-1%	8%	0%	13%	0%	0	?	-2%	2%
CC(C)Nc1nc(Oc2ccc(Cl)cc2Cl)cc(C(F)(F)F)n1	-9%	nt	4%	-7%	?	47	-19%	6%	-7%
CC(C)SCc1nc2ccccc2[nH]1	-2%	7%	-5%	6%	7%	32	-1%[9.22 µM]	0%	0%
Cc1ccc(NNC(=O)C2CCC2)cc1C	-17%	-7%	3%	7.3µM*	11%	11	0%	4%	?
Cn1ncc(Cl)c1C(=O)N1CCN(c2cccc(Cl)c2)CC1	-3%	-9%	?	5%	13%	-13	9%	?	3%
CN(C(=O)COC(=O)c1cncc(Br)c1)C1CCS(=O)(=O)C1 (centres undefined)	2%	-2%	3%	20%	-10%	17	-10%	-5%	4%
COc1ccc(CNC(=O)CN(c2ccccc2)S(=O)(=O)c2ccccc2[N+](=O)[O-])cc1	-11%	-21%	?	1%	-34%[inhibitor]	-4	-32%[inhibitor]	5%	-4%
O=C(NC1CCCC1)c1ccc(CS(=O)(=O)c2ccc(Cl)cc2)o1	-5%	-16%	-4%	11%	0%	-15	-35%[inhibitor]	9%	-1%
COc1ccc(NC(=O)c2[nH]c(C)c(C(C)=O)c2C)cc1S(=O)(=O)Nc1ccc(Br)cc1	-28%	0%	5%	-8%	5%	-29	-4%	-18%	-12%
Cc1ccc(S(=O)(=O)n2nc(C)cc2C)cc1	-3%	6%	-19%	-8%	?	-2	-3%	-5%	?
Cc1ccccc1NC(=O)COC(=O)CCc1nc2ccccc2c(=O)[nH]1	9%	nt	0%	-2%	3%	51	4%	1%	0%
CCOC(=O)C[N+]1(C)CCN(C(C)=O)CC1	-5%	nt	12%	1%	5%	14	-8%	2%	1%
CCc1ccc(/C=C2\SC(=S)N(CCCC(=O)NC3=NCCS3)C2=O)cc1	13%	nt	22%	0%	nt	2	nt	5%	-4%
COc1cc(NC(=O)c2ccccc2)c(OC)cc1NC(=O)Cc1ccc(F)cc1	-8%	-12%	-5%	-25%	?	-18	-3%[9.22 µM]	13%	-11%
COCCCN=CC1=C(O)CC(c2ccccc2)CC1=O (centres undefined)	4%	0%	-4%	-6%	0%	0	-13%	-10%	-4%

Of the compounds above, two have a cyano group.
SMILES	WRN inhibitor	ATXN2 expr inh	KB-V1 MDR tox	HT1080 IDH1KD tx	MCF10A rerep	IL1B secr inh	SW480 rereplic	KB-3-1 cytotox	HT1080-NT tox
Cc1nn(CC(=O)c2ccc3c(c2)OCCO3)c(=O)c(C#N)c1C	17%	5%	-13%	-1%	-1%	2	-7%	-3%	2%
N#CC1C(C#N)N2CCCN2C1c1ccc(Br)cc1 (centres undefined)	-6%	?	20%	3%	1%	-4	-3%	-2%	-15%

Other results
SMILES	WRN inhibitor	ATXN2 expr inh	KB-V1 MDR tox	HT1080 IDH1KD tx	MCF10A rerep	IL1B secr inh	SW480 rereplic	KB-3-1 cytotox	HT1080-NT tox
Cc1cccc(N2CC(C(=O)Nc3nnc(SCc4cccnc4)s3)CC2=O)c1 (centres undefined)	?	-8%	6%	5%	4%	21	-3%	19%	8%
COc1ccc(-c2cc(C(=O)NCCN3CCOCC3)c3ccccc3n2)c(OC)c1	-15%	3%	?	8%	?	-11	?	8%	-13%
C=CCn1c(C)cc(C(=O)Cn2nc(C(=O)O)c3ccccc3c2=O)c1C	3%	-5%	-5%	-12%	16%	2	-2%	-2%	2%
COc1ccc(NC(=S)N2CCN(C/C=C/c3ccccc3)CC2)c(OC)c1	-7%	nt	?	-12%	-6%	22	?	-3%	0%
O=C(NCCC1CCCCN1S(=O)(=O)c1ccccc1)C(=O)NCc1ccco1 (centres undefined)	-1%	-3%	-12%	-10%	5%	-21	-1%	-8%	-8%
COc1ccc(CN2C(=O)c3cccnc3C2=O)cc1S(=O)(=O)N1CC(C)CC(C)C1 (centres undefined)	-4%	-8%	0%	0%	-1%	3	-14%	-11%	4%
CCOc1ccc(C(C)=O)cc1COC(=O)C1=COCCO1	-4%	7%	24%	7%	-12%	-3	-2%[9.22 µM]	29%	13%

Single values from the results shown:
Result of `C=CCn1c(C)cc(C(=O)Cn2nc(C(=O)O)c3ccccc3c2=O)c1C` in ATXN2 expr inh: -5%
Result of `COc1ccc(CN2C(=O)c3cccnc3C2=O)cc1S(=O)(=O)N1CC(C)CC(C)C1` (centres undefined) in ATXN2 expr inh: -8%
